TTR transcr act – TTR transcription activation, primary screen; SH-SY5Y TTR promoter Gaussia luciferase, luminescence; 100% = recombinant luciferase protein wells; activation, % at 16.7 µM; actives 1.3% (n = 92,000);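 active means activation above the mean of all tested compounds plus 3 SD, cut at about 9.5% in these data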;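 further: cells exposed to compounds for one day before reading; 0% = median of all test compound wells on the plate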
An asterisk follows results filed as active.

SMILES | TTR transcr act
CCCCCCNc1cc2n(c(=O)n1)CCc1cc(OC)c(OC)cc1-2 | -0.7
C[N+](C)(C)CCNC(=O)c1ccccc1 | 0.6
COCc1cc(C)nc(OCC(=O)N/N=C\c2cc(C)n(-c3cccc(C(F)(F)F)c3)c2C)c1C#N | 3.9
O=C(N/N=C/c1ccc([N+](=O)[O-])o1)c1cn(-c2ccccc2)nc1-c1ccccc1 | -0.9
CCCCNC(=O)c1cc2cc(OC)ccc2[nH]1 | -1.7
O=C(NC1CCCc2ccccc21)C(Cc1ccccc1)NS(=O)(=O)c1cccs1 (configuration not stated) | 0.1
CC(/C=C1\N=C(SCc2ccccc2Cl)SC1=O)=C\c1ccccc1 | -0.2
CCCS(=O)(=O)N1CCCC(c2nc(-c3cccc(OC)c3)no2)C1 (configuration not stated) | 2.7
C=CCCC[C@H]1OC(=O)[C@H](C)NC(=O)[C@H](C(C)C)NC(=O)[C@@H]2CCCN2C(=O)[C@H](Cc2ccccc2)OC(=O)[C@@H](C(C)C)N(C)C(=O)[C@H](C(C)C)NC(=O)C1(C)C | 1.6
CC1CCC(NC(=O)CCN2C(=O)C3C4C=CC(C4)C3C2=O)CC1 (configuration not stated) | -0.1
CCN(CC)C(=O)C1=C(C)N(Cc2ccc(OC)cc2)C(=O)C(CC(=O)NCc2ccco2)C1 (configuration not stated) | 1.4
Cc1cc(C)n2nc(C(=O)OCCOc3ccc(Br)cc3)nc2n1 | 3.1
COc1ccc(/C=C/C(=O)Nc2ccc(C(N)=O)cc2)cc1OC | -1.2
N#Cc1c(N)nc2c(c1-c1cccs1)CCCC2 | -0.2
Cc1ccccc1C(=O)NCCn1cc(SCC(=O)NCC2CCCO2)c2ccccc21 (configuration not stated) | -1.8
CCN1C(=O)[C@H]2[C@@H](c3ccc(C)cc3)N3C(=O)N(c4cccc(Cl)c4)C(=O)[C@@]3(C)[C@H]2C1=O | 1.0
CCC(c1nnc(SCC(=O)NCCc2ccc(OC)c(OC)c2)n1Cc1ccccc1)N(C)C (configuration not stated) | 3.2
CCOC(=O)CN1C(=O)C(O)(CC(=O)c2ccccn2)c2ccccc21 (configuration not stated) | 7.4
C=CCn1cc(/C=N/NC(=O)COc2cccc3cccnc23)c2ccccc21 | 0.9
N#Cc1ccc(S(=O)(=O)N2CCCN(c3nc4ccc(Cl)cc4s3)CC2)cc1 | -1.6
CCc1ccc(OCCOCC(O)CNC2CCCC2)cc1 (configuration not stated) | 0.5
COc1ccc(S(=O)(=O)N2CCOCC2)cc1NC(=O)COc1ccc2ccc(=O)oc2c1 | -1.4
CCN(CC)C(=O)CS(=O)CC(=O)Nc1cc(OCCOC)c(Cl)cc1Cl (configuration not stated) | 2.9
Cc1cccn2c(=O)c(C=C(C#N)C#N)c(N3CCN(c4ccccc4)CC3)nc12 | -0.5

Three compounds out of the list above, arranged by their value in TTR transcr act, highest first:
SMILES | TTR transcr act
CCOC(=O)CN1C(=O)C(O)(CC(=O)c2ccccn2)c2ccccc21 (configuration not stated) | 7.4
N#Cc1c(N)nc2c(c1-c1cccs1)CCCC2 | -0.2
Cc1ccccc1C(=O)NCCn1cc(SCC(=O)NCC2CCCO2)c2ccccc21 (configuration not stated) | -1.8

Back to the main list, starting 2 compounds before the break.
SMILES | TTR transcr act
CCN(CC)C(=O)CS(=O)CC(=O)Nc1cc(OCCOC)c(Cl)cc1Cl (configuration not stated) | 2.9
Cc1cccn2c(=O)c(C=C(C#N)C#N)c(N3CCN(c4ccccc4)CC3)nc12 | -0.5
Cc1nnc(-c2cnn(-c3ccccc3)c2N)n1Cc1cccc(C(F)(F)F)c1 | 3.4
COCCNC(=S)N1CCOCC1 | -0.6
Cc1ccc(-c2cc(N)n3nc(-c4ccc(C)cc4)cc3n2)cc1 | 0.7
Cc1nn(Cc2ccccc2)c(C)c1C(=O)N1CCN(CC(=O)Nc2ccccc2Cl)CC1 | -1.2
O=C(C1=C(O)C(=O)N(Cc2ccco2)C1c1cccs1)c1cccs1 (configuration not stated) | -1.4
CC1(C(=O)NS(=O)(=O)c2cccc(Cl)c2)CCN1C(=O)CC1CCCCC1 (configuration not stated) | -2.4
Cn1c(SCc2nc3ccccc3n2CCO)nc2ccccc21 | -1.4
CC(=O)N1N=C(c2ccc(Br)cc2)OC12CCCC2 | 0.7
O=c1c(-c2ccnn2-c2cccc(Cl)c2)cnc2n1CCS2 | 0.1
COCC(=O)Nc1nnc(SCC(=O)N2CCCCC2)s1 | 0.9
COc1ccc(NC(=O)CN2CCC3(O)CCCCC3C2c2ccccc2OC)cc1 (configuration not stated) | -3.4
Nn1c(SCc2ccccc2F)nnc1-c1ccccn1 | 0.2
O=C(NC(=O)c1ccccc1F)Nc1nc(-c2cccs2)cc(C(F)(F)F)n1 | -1.1
Cc1cc(C(=O)N2CCN(Cc3ccccc3)CC2)on1 | 0.4
CCC(C)[C@H](NC(=O)N1CCC(C)CC1)C(=O)OC (some centres not stated) | 0.5
CC(C)c1ccc(Nc2c([N+](=O)[O-])c(=O)n(C)c3ccccc23)cc1 | -0.3
CC(C)(C)c1cnnn1-c1ccc(NC(=O)c2ccc(Br)o2)cc1 | -0.7
Cc1ccc(CNc2ccc(N3CCN(C)CC3=O)cc2)cc1 | -0.4
CC[C@H](CO)Oc1cc(NCc2ccc(Cl)c(Cl)c2)c2ncn(C(C)C)c2c1 | -2.4
C=CCn1c(SCc2ccc(F)cc2)nnc1-c1sc2nc(C)cc(C)c2c1N | 4.7
O=C(CNC(=O)Cc1ccccc1)NCC(=O)N1CCCCC1 | 2.4
CCOC(=O)c1csc(NC(=O)CSc2nnc(C3CC3)n2C)n1 | 0.0
CC1Cc2ccccc2N1C(=O)CSc1nnc(CSc2ncccn2)n1C (configuration not stated) | -1.1
O=C(Cn1cnc2scc(-c3ccc(Br)cc3)c2c1=O)N1CCOCC1 | 1.8
CCOc1ccc(NC(=O)CN2C(=O)NC(C)(c3ccc(OC(F)F)cc3)C2=O)cc1 (configuration not stated) | -1.1
COC(=O)CSc1nccc(C)n1 | 0.6
Cc1nc(SC(C(=O)c2ccccc2)c2ccccc2)n[nH]1 (configuration not stated) | -1.4
Cc1ccsc1C(=O)NNC(=O)C1C2C=CC(C2)C1C(=O)O (configuration not stated) | -1.2
Cc1cc(C)c(-c2c(O)c3cccnc3n(C)c2=O)c(C)c1 | 10*
C=CCNC(=O)/C(=C\C=C\c1ccccc1)NC(=O)c1ccccc1Cl | 0.1
CCN(CC)S(=O)(=O)c1cc(NC(=O)COC(=O)C2CCC2)ccc1C | -1.3
CCOC(=O)C1CCCN(C(=O)c2ccc3c(=O)n(CCOC)c(=S)[nH]c3c2)C1 (configuration not stated) | -3.2
COc1cccc(OCCCCN2CC(C)OC(C)C2)c1 (configuration not stated) | 0.0
CSc1nc(N2CCN(c3ccccc3)CC2)cc(N2CCN(c3ccccc3)CC2)n1 | 0.9
CCOc1ccc(NC(=S)NC(=O)c2c(Br)cnn2C)c([N+](=O)[O-])c1 | 3.9
CC(C)C[C@H](NC1(C(=O)NC2CCCCC2)CCCCC1)C(=O)NCC(c1ccccc1)c1ccccc1 | 2.3

Next section
molecule | TTR transcr act
CC(C(=O)N(C)C1CCS(=O)(=O)C1)N1C(=O)/C(=C/c2cccs2)SC1=S (configuration not stated) | 0.3
Cc1ccc(NC(=O)c2ncn(CCCNCc3ccccc3)n2)cc1C | 13*
CC(C)c1ccc(NC(=O)COc2nncc3ccccc23)cc1 | 1.7
COCCNC(=O)/C(C#N)=C\c1ccc(CNC(=O)C(=O)Nc2ccc(C)c(C)c2)o1 | -1.3
CC(Sc1nnc(Cc2cccs2)n1C)C(=O)Nc1ccc(C(N)=O)cc1 (configuration not stated) | -0.6
O=C(CC1S/C(=N/N=C/c2c[nH]c3ccccc23)NC1=O)Nc1ccccc1 (configuration not stated) | 8.7
COc1cccc(NC(=O)Cn2c3ccc(F)cc3c3nc4n(c(=O)c32)CCCS4)c1 | 2.5
O=C(O)Cn1nnc(-c2cccs2)n1 | 3.2
C[C@H](CO)N1C[C@H](C)[C@@H](CN(C)C(=O)Nc2ccc(C(F)(F)F)cc2)OCc2cn(nn2)CCCC1=O | -0.3
CCN(CC)c1ccc(NC(=S)Nc2ccc(F)cc2)cc1 | 0.3
Cc1ccc(N=Nc2c(N)[nH]n3c(=O)cc(C)nc23)cc1 | -1.1
COc1ccccc1CNC(=O)Cc1ccc(C)cc1 | -0.7
O=C(CN1C(=O)c2ccccc2C1=O)OCC(=O)N1CCCCC1 | -1.2
CCCc1n[nH]c(=O)[nH]1 | 1.3
COc1cccc(C(NC(C)=O)c2nc(-c3cccc(F)c3)cs2)c1 (configuration not stated) | 0.5
CCOC(=O)c1cn[nH]c1NC(=S)Nc1ccc(Cl)cc1 | -2.3
O=C(Nc1ccc2c(c1)OCO2)C1Cc2c(-c3ccncc3)ccnc2O1 (configuration not stated) | 5.5
Cc1cc(NC(=O)c2cc(C(C)C)on2)nn1Cc1ccc(Cl)cc1 | 0.5
COc1cc(CCC(C)=O)ccc1OC(=O)c1c(F)cccc1Cl | 0.8
Cc1ccc(-c2c(C)n([O-])c3c([n+]2=O)CCCC3)o1 | -2.2
CCc1c2ccccc2nn1-c1ccccc1C(=O)C(C)=O | 5.5
CN(C(=O)CSc1nnc(-c2cccs2)o1)C1CCS(=O)(=O)C1 (configuration not stated) | 2.3
O=C(COc1ccccc1)NNC(=O)c1cccs1 | 0.2
CS(=O)(=O)N(CC(=O)NC1CC1)c1cccc(F)c1 | 1.1
Cc1ccc(C(=O)Nc2ccsc2C(=O)O)cc1 | 0.1
CCn1c(CSc2nc3ccccc3s2)n[nH]c1=S | 2.2
Cc1cccc(C(O)c2cnc(C)n2Cc2ccccc2)c1 (configuration not stated) | 0.5
O=C(Nc1ccc(NC(=O)N2CCN(c3ccccc3O)CC2)cc1)N1CCN(c2ccccc2O)CC1 | 0.5
CC1C(=O)N(Cc2cn(CCC3OCCO3)nn2)CCS(=O)(=O)N1Cc1ccc(-c2cccc(N(C)C)c2)cc1 (configuration not stated) | 37*
CCn1cc(C(=O)NN)c(=O)c2cc(F)c(NC3CCCCC3)cc21 | -0.4
COCc1c(C(=O)OCC(=O)NCCc2ccc(S(N)(=O)=O)cc2)oc2ccccc12 | 1.2
Cc1ccc(Cc2c(C3CCCCC3)nc3cc(C)c(Br)c(C)n23)cc1 | 2.3
CCOC(=O)c1cc(CO)cc(C(=O)OCC)c1 | 0.4
Brc1ccc(CSc2nnc(Cc3c[nH]c4ccccc34)o2)cc1 | -1.0
Fc1cccc(Cl)c1/C=N/n1c(-c2cccnc2)n[nH]c1=S | 0.2
O=C(Nc1nc(-c2ccccn2)cs1)C1CC1 | 1.7
CC(C)Cc1nnc(NC(=O)CCc2ccccc2)s1 | 1.9
COc1ccc(C(C(=O)NC2CCCC2)n2c(-c3cccs3)nc3ccccc32)cc1 (configuration not stated) | -0.7
O=C(c1cccs1)N(c1ccc(Br)cc1)C1C=CS(=O)(=O)C1 (configuration not stated) | -4.3
Cc1ccnc(NC(=O)CCC(=O)N(CC(=O)NC(C)(C)C)c2ccc3c(c2)OCCO3)c1 | 0.3
CCN(CC(=O)NCc1ccc(Cl)cc1)C(=O)c1ccc(S(=O)(=O)N(C)C)cc1 | 0.7
CC1CN(C(C)C(=O)NNC(=O)c2ccc(F)cc2)CC(C)O1 (configuration not stated) | 0.5
Cc1cccc(NC(=S)N2CCN(C(=O)c3ccco3)CC2)c1C | 1.2
COC(=O)c1cccc(N(CC(=O)NCC2CCCO2)C(=O)CCC(=O)Nc2cc(C)on2)c1 (configuration not stated) | 2.0
CC(=O)Nc1cc(-c2ccccc2CN(C)C)cn2c(-c3ccc(F)c(Cl)c3)cnc12 | -1.2
CSc1nc2ccc(NS(=O)(=O)c3ccc([N+](=O)[O-])cc3)cc2s1 | 1.7
COc1cc(/C(C)=N/NC(=O)Cc2c(C)[nH][nH]c2=O)ccc1O | 14*
C/C=C/c1ccc2c(c1)O[C@@H](CN(C)C(=O)c1ccc(F)cc1)[C@@H](C)CN([C@H](C)CO)S2(=O)=O | -2.2
Nc1cccc2c(O)cccc12 | 1.0
CN1CCN(Cc2nc(N)nc(Nc3ccc4c(c3)OCCO4)n2)CC1 | 0.1

Reformatted field by field: part of the list above.
CCN(CC)C(=O)C1=C(C)N(Cc2ccc(OC)cc2)C(=O)C(CC(=O)NCc2ccco2)C1 (configuration not stated)
  TTR transcr act = 1.4
Cc1cc(C)n2nc(C(=O)OCCOc3ccc(Br)cc3)nc2n1
  TTR transcr act = 3.1
COc1ccc(/C=C/C(=O)Nc2ccc(C(N)=O)cc2)cc1OC
  TTR transcr act = -1.2
N#Cc1c(N)nc2c(c1-c1cccs1)CCCC2
  TTR transcr act = -0.2

Next section.
molecule | TTR transcr act
CC(C)c1ccc(CN2CCC2(C)C(=O)Nc2cccc(Oc3ccccc3)c2)cc1 (configuration not stated) | 1.9
C(=C\c1ccccc1)/CN1CCN(C(c2cc3ccccc3o2)c2nnnn2C2CCCC2)CC1 (configuration not stated) | 1.2
Cn1c(=O)c2c(nc(CN3CCc4ccccc4C3)n2CCCO)n(C)c1=O | 15*
COc1cc(CN2CCC(C(=O)N3CCCC(C)C3)CC2)cc(Br)c1O (configuration not stated) | 5.1
CSc1nc(SCC(=O)NC(c2ccccc2)c2ccccc2)c2c3c(sc2n1)CN(C)CC3 | 0.5
Cc1[nH]n(-c2ccccc2)c(=O)c1/C=N/c1ccccn1 | -4.8
CC(C)OC(=O)c1cccc2c1C(=O)c1ccccc1-2 | -1.7
CCOC(=O)C1=C(Cn2ccc(C(F)(F)F)n2)NC(=O)NC1c1ccc2c(c1)OCO2 (configuration not stated) | -4.6
Cc1nn(-c2ccc(F)cc2)c(Cl)c1/C=C(\CC(=O)O)c1nc2ccccc2s1 | -0.3
CCOc1ccccc1OCCOc1cccc(C(F)(F)F)c1 | 5.8
COc1cc2oc(=O)cc(CN3CCCC3)c2cc1Cl | 1.4
Nc1cccc2c1C(=O)N(C(=O)/C=C/c1cccc(F)c1)C2=O | -1.3
Cn1c(OCc2cccnc2)nc2c1c(=O)n(Cc1ccccc1)c(=O)n2C | -3.1

This is a subset (hit frequency here may not be typical).
